DT40 TDP1 no CPT = qHTS for Inhibitors of human tyrosyl-DNA phosphodiesterase 1 (TDP1): qHTS in cells in absence of CPT. DT40 Tdp1-/- hTDP1 cells, no CPT, ATP luminescence, 48 h. Potency, µM (top dose mostly 46.2 µM), for inactives: at the highest dose activity change, negative = growth inhibition, usual class: inhibitors. 420,000 tested, 15% active. AID 686978, 2013; also: nearly all actives have a fitted effect of over 55% in size
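Growth of hTDP1-complemented DT40 Tdp1-knockout cells is measured by ATP luminescence after at least 48 hr compound exposure at 37 °C, with DMSO substituting for the 20 nM CPT used in the parallel screen.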
TDP1 cell CPT = growth inhibition of DT40 Tdp1-/-;hTDP1 cells with camptothecin (screen for TDP1 inhibitors); chicken DT40 Tdp1-/-;hTDP1 cells + 20 nM CPT, ATP luminescence, 48 h; Potency, µM (titrated, usually from 46.2 µM), for inactives: at the highest dose activity change, negative = growth inhibition, usual class: inhibitors; 420,000 tested, 12% active; also: nearly all actives have a fitted effect of over 55% in size
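Chicken DT40 Tdp1-/- cells complemented with human TDP1, 400 cells/well, exposed to compounds plus 20 nM camptothecin for at least 48 h at 37 C; viability read as ATP content by CellTiter-Glo luminescence.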
TDP1 inh = blocks human tyrosyl-DNA phosphodiesterase 1; Q9NUW8; AID 485290; Potency, µM (highest dose often 130 µM), for the others: at the top dose activity change, negative = inhibition, usual class: inhibitors; 350,000 tested, 0.28% active; recombinant TDP1, AlphaScreen DNA substrate cleavage; also: nearly all actives have a fitted effect of over 40% in size
Target sequence (Q9NUW8 whole entry, looked up): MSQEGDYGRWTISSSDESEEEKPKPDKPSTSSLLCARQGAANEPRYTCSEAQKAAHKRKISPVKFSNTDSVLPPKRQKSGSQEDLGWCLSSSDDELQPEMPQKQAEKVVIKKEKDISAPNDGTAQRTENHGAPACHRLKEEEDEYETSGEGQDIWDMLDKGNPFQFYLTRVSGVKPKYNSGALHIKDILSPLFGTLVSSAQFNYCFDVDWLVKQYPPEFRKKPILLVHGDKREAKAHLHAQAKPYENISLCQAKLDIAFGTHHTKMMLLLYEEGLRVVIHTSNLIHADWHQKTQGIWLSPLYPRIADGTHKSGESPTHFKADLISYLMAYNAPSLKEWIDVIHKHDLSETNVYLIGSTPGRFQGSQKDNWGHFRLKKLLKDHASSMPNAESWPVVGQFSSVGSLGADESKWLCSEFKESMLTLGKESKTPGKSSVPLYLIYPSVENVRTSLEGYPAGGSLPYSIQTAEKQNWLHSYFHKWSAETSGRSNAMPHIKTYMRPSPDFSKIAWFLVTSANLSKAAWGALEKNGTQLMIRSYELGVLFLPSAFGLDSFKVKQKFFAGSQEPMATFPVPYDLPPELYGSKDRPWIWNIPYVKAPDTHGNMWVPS
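Here, a 5' biotin and 3' phosphotyrosine-FITC DNA oligonucleotide reports Tdp1 activity: intact substrate bridges AlphaScreen beads, while cleavage leaves a 3' phosphate and drops signal. All incubations at room temperature.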
Numbers without * were called inactive; ? = inconclusive; . = no result given; [ ] = remark or other dose. Calls follow the shape of the dose curve; as a rule, active = well fitted curve in the direction sought with a large enough effect; inconclusive = small, poorly fitted or top-dose-only effect, or another doubt; inactive = no such curve, though single readings can be large; an effect the other way counts as inactive or inconclusive. % is scaled to controls: 0 for no effect and ±100 for the full control effect; potency is read from the fitted curve at half-maximal effect.

SMILES | DT40 TDP1 no CPT | TDP1 cell CPT | TDP1 inh
CCOc1ccc(C2CC(=O)NC2=O)cc1 (stereo not given) | -8.4% | 5.9% | .
CC1=CC(=O)C(C(C)C)=C/C1=C(\c1cc(C(C)C)c(OP(=O)(O)O)cc1C)c1ccccc1C(=O)O | 20.6µM* | ? | .
COc1ccnc2c1c(=O)n(Cc1ccccc1Cl)c(=O)n2C | -0.4% | 6.5% | -1.7%
CC(=O)c1c(C)[nH]c(C(=O)CSc2nnc(-c3cccs3)n2Cc2ccccc2)c1C | ? | ? | -5.9%
Oc1ccc(Br)cc1-c1nc2cnccn2c1NC1CCCC1 | ? | ? | 6.5%
COc1ccc(C)cc1-n1nnnc1SCC(=O)NC1CCS(=O)(=O)C1 (stereo not given) | 14.6% | -6.4% | 0.4%
CCC(=O)N(C1=C(NC(C)C)C(=O)c2ccccc2C1=O)C(C)C | 9.2µM* | 20.6µM* | .
Cc1ccc(NC(=O)COC(=O)CCc2c(C)nc3nc(N)nn3c2C)cc1C | 0.6% | -8.4% | 2.8%
Cc1c2cnn(CC(=O)NCCCN3CCCCC3)c(=O)c2c(C)n1Cc1ccccc1 | -24.2% | -19.3% | .
COc1cccc(CCc2nc3ccccc3c(=O)n2N)c1 | 20.6µM* | ? | .
Cc1cccc(S(=O)(=O)c2cn(Cc3ccccc3)c3cc(N4CCCCC4)c(F)cc3c2=O)c1 | ? | ? | 3.7%
Fc1ccccc1CNCCCSc1nnnn1-c1ccccc1 | ? | 16.4µM* | -3.6%
COc1ccc(N2CCN(C(=O)CCc3c(C)nc4cc(-c5ccc(OC)cc5OC)nn4c3C)CC2)cc1 | 16.4µM* | 20.6µM* | 4.6%
COc1cc(CN2c3ccccc3C(=O)CS2(=O)=O)cc(OC)c1 | -0.4% | 5.6% | .
Cc1cc(N=Nc2ccc(Cl)cc2)cc(CN2CCCC2)c1O | ? | ? | 11.4%
CCOC(=O)N1CCC(N2CCN(c3cc(C)ccc3C)CC2)CC1 | ? | 29.1µM* | -1.0%
CCOc1ccc(CCNS(=O)(=O)c2c(C)nc3sc(C)cn3c2=O)cc1OCC | 2.6% | -3.1% | 0.0%
CCN(CC)C(=O)Cn1c(=O)n(-c2ccc(CC(=O)NCc3ccccc3)cc2)c(=O)c2sccc21 | -9.0% | -15.8% | 3.7%
CN1C(=O)NC(c2ccccc2)C2=C1CN(Cc1ccco1)C2=O (stereo not given) | 1.5% | -0.9% | 5.4%
CC(Sc1nc2ccccc2c(=O)n1CC1CCCO1)C(=O)Nc1ccc(S(N)(=O)=O)cc1 (stereo not given) | -28.9% | -10.7% | .
C=CCNc1nc(N(c2ccccc2)c2ccccc2)nc(-n2ccnc2)n1 | ? | ? | 3.9%
CCOC(=O)c1cnc2c(C(=O)OC)cccc2c1NCCN1CCOCC1 | 10.2% | -1.5% | -2.2%
CC(=O)N1CCCN(Cc2cn(-c3ccc(C)cc3)nc2-c2cccc(C)c2)CC1 | ? | ? | -5.1%
COCCN(CCOC)Cc1cc(=O)oc2cc(C)cc(C)c12 | -22.1% | 4.3% | .
N#Cc1cccnc1N1CCN(C(=O)c2ccccc2)CC1 | 17.8% | -4.3% | .
CCN(CC)C(=O)CSc1nc2ncc(Cl)cc2[nH]1 | 6.3% | 0.2% | 0.0%
COC(=O)c1ccc(OCC2c3cc(OC)c(OC)cc3CCN2C(=O)Cc2ccc(OC)cc2)cc1 (stereo not given) | 20.6µM* | ? | 13.0%
Oc1ccc(Cl)cc1C1=NNC(c2ccc(Cl)cc2)C1 (stereo not given) | 13µM* | 23.1µM* | 2.6%
O=S(=O)(Nc1cccnc1)c1ccc(Cl)c(C(F)(F)F)c1 | -10.0% | 3.9% | 2.0%
Cn1cccc1/C=C1\SC(=O)N(c2ccc(O)cc2)C1=O | ? | -22.4% | -0.6%
Cc1cc(Cl)cc(C)c1OCCn1ccnc1 | 5.17µM* | 5.17µM* | .
CCOC(=O)C1CCCN(C(=O)c2ccccc2[N+](=O)[O-])C1 (stereo not given) | 2.1% | -0.6% | 4.9%
CC(C)CCCCCCc1ccc(O)cc1 | ? | -21.5% | 1.7%
CCS(=O)(=O)Nc1c(C(=O)O)[nH]c2ccccc12 | -21.9% | -6.9% | -1.1%
Nc1sc(Cc2ccccc2)cc1C(=O)c1c(-c2ccccc2)[nH]c2ccccc12 | 4.61µM* | 3.66µM* | .
c1ccc(CNn2nnnc2-c2ccccc2)cc1 | -21.0% | -18.1% | 0.0%
Cc1cccc(NS(=O)(=O)c2ccc(C)c(C(=O)NCC(c3ccco3)N3CCCCC3)c2)c1 (stereo not given) | 18.4µM* | 20.6µM* | 7.3%
COc1ccc(-c2oc(=O)n(C)c2-c2ccc(OC)cc2)cc1 | -2.2% | 4.7% | .
CCc1nc(NCCO)c(C#N)c2c1CCCC2 | 2.8% | -20.7% | 1.4%
Clc1ccc(CN2CCc3nc(Nc4ccc5c(c4)OCCO5)ncc3C2)cc1 | 13µM* | 16.4µM* | 11.2%
O=C(NCCCN1CCN(c2cccc(Cl)c2)CC1)c1nnc(Cc2ccc(F)cc2Cl)o1 | ? | ? | 2.1%[12.3 µM]
Cc1cc(C(=O)N/N=C\c2ccc(COc3ccc([N+](=O)[O-])cc3)o2)ccc1[N+](=O)[O-] | ? | ? | 7.4%
CN(C)S(=O)(=O)c1ccccc1N=C=S | -27.5% | -25.7% | 0.0%
CCn1c(-c2nn(C)c(C)c2Cl)n[nH]c1=S | 1.7% | -8.2% | -5.0%
Cc1nnc(SCC(=O)c2cc(C)n(C3CC3)c2C)s1 | ? | -2.6% | 5.7%
CC(=O)C1=NN(c2ccccc2)C(c2ccc3c(c2)OCO3)N1c1ccccc1 (stereo not given) | ? | ? | -9.3%
Cc1nn2cc(-c3ccc(OC(C)C)cc3)nc2s1 | ? | -24.8% | 2.3%
COc1ccc(C(=O)Nc2ccc(NS(=O)(=O)c3ccccc3)cc2)cc1OC | ? | ? | .
CC(C)C(C)NC(=O)CSc1ccc(S(=O)(=O)N2CCOCC2)cn1 (stereo not given) | 1.9% | -22.6% | 0.0%
CCOC(=O)c1cnc2c(CC)cccc2c1NCCN1CCOCC1 | 23.1µM* | ? | .
Cc1cc(C(=O)Nc2ccc3ccccc3c2)c(C)o1 | ? | -19.2% | 13.3%
CCCCN(C=O)c1c(CC)nc2c(OCc3ccc(S(C)(=O)=O)cc3)cccn12 | ? | -23.8% | .
CC(C)(C)C(=O)CN1C(=O)C2(OCCO2)c2ccccc21 | -12.1% | -6.8% | 2.9%
COc1ccccc1/C=C/C=N/n1c(C)nnc1C | -9.6% | 3.4% | 1.2%
CC[C@H](C)[C@H](NC(N)=O)C(=O)NCCc1ccc(Cl)cc1Cl | -6.5% | 1.9% | 2.5%
Cc1c(C)c(C)c(CN2CCCC2)c(C)c1C | -22.7% | -4.5% | 0.0%
CCN(CC(=O)NCc1cccs1)C(=O)c1ccc(-c2cccc(C(F)(F)F)c2)o1 | ? | ? | -2.5%
CCCCN(C(=O)Cc1ccc(S(=O)(=O)N2CCOCC2)s1)c1c(N)n(CCCC)c(=O)[nH]c1=O | -8.9% | 0.2% | 4.3%
Cc1nc(=O)c(-c2ccccc2)c(C)n1CC1CCCO1 (stereo not given) | -11.7% | 7.0% | 1.0%
O=C(CN1CCC(c2nc3ccccc3s2)CC1)NCc1ccccc1 | ? | ? | 5.9%[56.1 µM]

Next section.
SMILES | DT40 TDP1 no CPT | TDP1 cell CPT | TDP1 inh
Cc1ccc(CNC(=O)COc2ccccc2-c2ccccc2)cc1 | ? | ? | -2.4%
COc1cc(O)ccc1CN1CCc2nnc(C(C)NC(=O)c3cc(F)ccc3F)n2CC1 (stereo not given) | 1.9% | 5.4% | .
CCC(c1nnnn1Cc1ccccc1)N(Cc1ccccc1)Cc1cc2cc(C)ccc2[nH]c1=O (stereo not given) | ? | 11.2µM* | 4.2%
CSc1ccc(CCNC(=O)C2CCCN(c3ncnc4c3nc3n4CCCCC3)C2)cc1 (stereo not given) | ? | ? | 4.7%
COCCN(C(=O)CCC(=O)Nc1cc(C)on1)C(C(=O)NC1CCCC1)c1ccccc1F (stereo not given) | -5.1% | 7.0% | 4.9%[0.0935 µM]
NS(=O)(=O)c1ccc(-c2ccc(/C=N/NC(=O)c3ccc([N+](=O)[O-])cc3)o2)cc1 | 7.7% | -13.5% | -2.6%
CCCCn1c(N)c(N(CC(C)C)C(=O)c2cc(=O)[nH]c3ccccc23)c(=O)[nH]c1=O | -28.1% | -2.7% | -0.3%
COc1ccccc1Oc1ccc(NC(=O)c2ccccc2)cc1 | -22.2% | -0.8% | 2.7%
COc1cccc(NC(=O)Cn2c(=O)n(Cc3ccc(C(=O)NCc4ccc5c(c4)OCO5)cc3)c(=O)c3ccccc32)c1 | -16.9% | -8.1% | -6.4%
Cc1nc(CC(=O)Nc2nc(C(C)(C)C)cs2)cs1 | -25.1% | -9.5% | 0.0%
O=C(CCOc1ccccc1)Nc1ccnn1C1CCN(Cc2ccc(CO)o2)CC1 | 11.8% | -4.0% | 1.7%
N#Cc1c(N2CCCCC2)nc(N2CCCCC2)c2c1CCN(Cc1ccccc1)C2 | ? | ? | 2.3%
COc1ccc(S(=O)(=O)Nc2ccc(N(C)C(C)=O)cc2)cc1 | -3.5% | 1.1% | 0.5%
Cc1onc(-c2c(Cl)cccc2Cl)c1C(=O)Nc1nc(C(C)(C)C)cs1 | 23.1µM* | ? | 6.8%
CCOCCCN1C(=O)CN(C2CCCCCC2)C(=O)C1c1ccc(OC(C)C)c(OC)c1 (stereo not given) | -22.4% | -27.7% | 7.8%
CCOC(=O)c1c(-c2ccccc2)oc2ccc(NS(=O)(=O)c3ccc(C)cc3)cc12 | 2.91µM* | 2.91µM* | 2.2%[12.3 µM]

High-throughput results (PubChem)

An unsorted share of the library; about 18% have a hit in one of these screens.
